# Assay outcomes: PubChem BioAssay, several laboratories
# CD11b adhes inh: blocks human CD11b/CD18 adhesion to fibrinogen; inhibition, % at 10 µM; K562 CD11b/CD18 adhesion to fibrinogen, ATPlite luminescence; Mn2+ added to activate the integrin; P05107+P11215; actives 0.54% (n = 93,000);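 active = primary inhibition of 50% or more at 10 µM, then 40% or more on retest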; also: some results filed as inactive read as strong as hits
# MT1-MMP txn act: activates MT1-MMP transcription | HT1080 MT1-MMP promoter luciferase reporter, luminescence, overnight; active compounds read high | actives 0.16% (n = 86,000) | AID 750 | activation factor at 10 µM;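 active = activation factor of at least 2 for MT1-MMP transcription at 10 µM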
# E coli WT exp: blocks growth of wild type E. coli BW25113. OD600 absorbance. AID 710. actives 0.15% (n = 98,000). growth inhibition, % at 100 µM;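 active = growth inhibition above about 50% at one test dose, limit read from the data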;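 also: growth measured after 20 h incubation at 37 °C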
# FAK inh: inhibitors of human focal adhesion kinase; biochemical FAK kinase activity assay; AID 727; Q05397; actives 0.84% (n = 97,000); inhibition, %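 (tested at 7 µM)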; in the data active = inhibition above about 19%;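 also: 0% = DMSO and 100% = reference compound high control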
# ERa coact pot: ER-alpha (human) coactivator binding potentiation; actives 1.3% (n = 86,000); coactivator binding (% of control), % at 25.6 µM; TR-FRET ERalpha-LBD/SRC-Cy5 coactivator binding, 2 h; 100 = basal binding, no effect; in the data active = activity above about 200%;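 also: binding measured in presence of low estradiol as agonist stimulus; 0% = peptide alone without receptor and 100% = receptor with peptide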
# Target sequence (P03372 whole entry, looked up, the tested form may be a part): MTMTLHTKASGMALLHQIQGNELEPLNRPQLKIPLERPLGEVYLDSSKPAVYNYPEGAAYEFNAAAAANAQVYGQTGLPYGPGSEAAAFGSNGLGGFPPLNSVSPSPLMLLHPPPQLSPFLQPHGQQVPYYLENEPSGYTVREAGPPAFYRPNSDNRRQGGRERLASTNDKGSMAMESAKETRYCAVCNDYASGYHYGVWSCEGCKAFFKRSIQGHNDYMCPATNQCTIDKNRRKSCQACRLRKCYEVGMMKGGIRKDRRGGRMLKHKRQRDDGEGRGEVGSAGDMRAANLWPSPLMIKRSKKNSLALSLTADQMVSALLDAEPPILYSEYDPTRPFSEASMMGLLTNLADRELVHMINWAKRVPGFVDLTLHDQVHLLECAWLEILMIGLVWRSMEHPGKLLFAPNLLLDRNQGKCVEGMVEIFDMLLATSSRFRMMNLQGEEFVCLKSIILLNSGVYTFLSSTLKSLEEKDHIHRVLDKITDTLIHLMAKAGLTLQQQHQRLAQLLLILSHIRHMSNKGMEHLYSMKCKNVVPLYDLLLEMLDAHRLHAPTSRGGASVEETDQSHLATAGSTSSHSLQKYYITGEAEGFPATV
# ERb coact inh: blocks coactivator binding to human estrogen receptor beta; inhibition, % at 25.6 µM; actives 1.3% (n = 86,000); Q92731; TR-FRET ER-beta LBD / SRC1-Cy5 peptide binding; receptor agonist-loaded with 1 µM estradiol; AID 633;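 active = compounds whose percent inhibition of the receptor-coactivator binding signal exceeds about 50% in the single-dose screen, limit read from the data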;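 also: 0% = receptor plus peptide wells without compound and 100% = peptide-only wells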
# Target sequence (Q92731 whole entry, looked up, the tested form may be a part): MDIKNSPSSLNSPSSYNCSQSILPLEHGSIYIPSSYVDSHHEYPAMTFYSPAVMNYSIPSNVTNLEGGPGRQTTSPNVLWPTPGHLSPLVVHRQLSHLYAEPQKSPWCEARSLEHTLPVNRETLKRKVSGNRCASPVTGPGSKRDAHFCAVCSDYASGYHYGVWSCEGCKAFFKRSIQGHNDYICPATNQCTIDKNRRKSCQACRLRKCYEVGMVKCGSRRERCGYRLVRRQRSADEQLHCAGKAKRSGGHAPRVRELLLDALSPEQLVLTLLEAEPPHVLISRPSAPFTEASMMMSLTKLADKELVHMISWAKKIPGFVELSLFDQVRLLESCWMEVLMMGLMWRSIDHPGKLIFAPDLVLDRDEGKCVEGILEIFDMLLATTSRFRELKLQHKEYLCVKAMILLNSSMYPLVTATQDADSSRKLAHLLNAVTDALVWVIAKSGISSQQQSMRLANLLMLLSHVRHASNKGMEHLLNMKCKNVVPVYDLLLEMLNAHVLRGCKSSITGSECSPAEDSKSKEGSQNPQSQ
# CD11b adhes enh: enhancers of human CD11b/CD18 binding to fibrinogen. K562 CD11b/CD18 adhesion to fibrinogen, ATPlite luminescence. activation, % at 10 µM. AID 1499. actives 0.07% (n = 93,000);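 active = 10 µM primary screen giving 50% or more activity, confirmed by 40% or more on retest at that dose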; also: strong numbers were not always called active; reference of the scale not given here
# ERa SRC1 inh: ER-alpha (human) coactivator binding inhibition; TR-FRET ER-alpha LBD / SRC-1 peptide, estradiol-bound; inhibition, % at 25.6 µM; actives 1.7% (n = 86,000); AID 629; in the data active = inhibition above about 50%;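 also: 0% = receptor plus peptide control and 100% = peptide only without receptor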
# PLAP activator: human PLAP activation; activation fold at 20 µM; P05187; actives 1.2% (n = 96,000); purified PLAP enzyme, luminescent substrate read-out; active compounds read high; AID 696; in the data active = activation fold above about 2
# Starred values were filed as active, the others as inactive; x = no result given; & = joins results of further samples; [ ] = remark or other dose.
1	COc1cc(C2NC(C(=O)O)CS2)ccc1OCc1ccccc1C#N (stereo unspecified)
2	COc1ccc(S(=O)(=O)NCCC(=O)NCc2ccccc2)cc1
3	Cc1cc(C)n2nc(SCc3nnc(SCCCCl)o3)nc2n1
4	CCOC(=O)C1CCN(c2nc(C)nc3c2oc2ccccc23)CC1
5	CC1CCc2nc(NCCO)nc(C(F)(F)F)c2C1 (stereo unspecified)
6	CC(=O)Oc1cccc(N2C(=O)C3C(C2=O)C2C=CC3C23CC3)c1 (stereo unspecified)
7	O=C(NCc1ccco1)c1ccc(Br)c(S(=O)(=O)N2CCCCC2)c1
8	CCNC(=O)N1C(CC(=O)OCC)C(=O)NC2CCCCC21 (stereo unspecified)
Assay by compound	1	2	3	4	5	6	7	8
CD11b adhes inh	11	-5	6	x	9	-10	9	-21
MT1-MMP txn act	1.2	1.2	x	1	1.2	1.2	1	1.1
E coli WT exp	8	-6	12	-5	1	0	-8	-6
FAK inh	x	-1	0	x	-2	-2	1	1
ERa coact pot	101[fluorescence artefact?]	110	x	105	126	107	106	113
ERb coact inh	0	-1	x	-5	0	-8[fluorescence artefact?]	3	1
CD11b adhes enh	-2	-3	1	x	-2	1	-5	2
ERa SRC1 inh	2	-8	x	3	4	-5	-5	0
PLAP activator	2.1*	0.9	1.3	x	1	1	0.7	1

# Reprinted from the part before: 4 entries, then new ones.
5	CC1CCc2nc(NCCO)nc(C(F)(F)F)c2C1 (stereo unspecified)
6	CC(=O)Oc1cccc(N2C(=O)C3C(C2=O)C2C=CC3C23CC3)c1 (stereo unspecified)
7	O=C(NCc1ccco1)c1ccc(Br)c(S(=O)(=O)N2CCCCC2)c1
8	CCNC(=O)N1C(CC(=O)OCC)C(=O)NC2CCCCC21 (stereo unspecified)
9	COCC(=O)Nc1nc(-c2ccccc2)c(C)s1
10	CN(C(=O)C1CCOC1)c1nnc(-c2ccncc2)s1 (stereo unspecified)
11	O=C1c2ccccc2C(Nc2ccccc2)N1c1ccc(Cl)cn1 (stereo unspecified)
12	CN1CCN(c2ccc(NC(=O)COc3ccccc3Cl)cc2)CC1
13	COc1ccc(N(C(=O)C(C)C)S(=O)(=O)c2cccs2)cc1
14	O=C(O)CP(=O)(c1ccccc1)c1ccccc1
15	OC(CNCc1ccccc1)(c1ccc(F)cc1)c1ccc(F)cc1
16	O=C(O)c1c[nH]ccc1=O
Assay by compound	5	6	7	8	9	10	11	12	13	14	15	16
CD11b adhes inh	9	-10	9	-21	-6	-12	5	10	8	1	-2	13
MT1-MMP txn act	1.2	1.2	1	1.1	1.1	1.1	x	x	1.1	0.9	x	1.1
E coli WT exp	1	0	-8	-6	6	1	6	12	2	1	15	-1
FAK inh	-2	-2	1	1	x	0	0	18	-1	-3	-3	-2
ERa coact pot	126	107	106	113	110	90	94[fluorescence artefact?]	28[fluorescence artefact?]	109	97	x	115[fluorescence artefact?]
ERb coact inh	0	-8[fluorescence artefact?]	3	1	4[fluorescence artefact?]	-23	6	72*[fluorescence artefact?]	-6	-6	x	1
CD11b adhes enh	-2	1	-5	2	0	6	-9	-2	0	-1	1	-3
ERa SRC1 inh	4	-5	-5	0	-2	-17	2	57*[fluorescence artefact?]	-2	-6	x	4
PLAP activator	1	1	0.7	1	0.9	0.9	0.9	1.3	1.2	1	0.7	1

17	CCN(CC)CCCNC(=O)c1cc(-c2ccc(Cl)cc2)on1
18	CC(C)c1ccc(OCc2ccc(C(=O)N3CCN(c4ccccn4)CC3)cc2)cc1
19	N#Cc1cn(CCCOc2ccccc2)c2ccccc12
20	O=S1(=O)c2ccccc2N=NN1Cc1cc(Cl)cc(Cl)c1
21	COc1ccc2c(=O)c(-c3cnn(-c4ccccc4)c3)c(C)oc2c1
22	CCNC(=O)Nc1cc2nc(C)n(Cc3ccc(Br)cc3)c2nc1C
23	COc1ccc(N2C(=O)CCC(C(C)=O)=C2C)cc1
24	COc1ccccc1OCc1nc2ccccc2s1
Assay by compound	17	18	19	20	21	22	23	24
CD11b adhes inh	2	-6	x	28	-12	-14	1	26
MT1-MMP txn act	1	1.2	1	x	1.1	1.3	1	x
E coli WT exp	0	-15	x	7	6	-1	-5	7
FAK inh	5	2	2	-1	1	-7	-2	2
ERa coact pot	x	100	96	43[fluorescence artefact?]	112	118	116	x
ERb coact inh	x	23	-9	39	-7	-9	1[fluorescence artefact?]	x
CD11b adhes enh	-6	-2	x	0	4	2	-1	-5
ERa SRC1 inh	x	-5	-1	29	0	-5	3	x
PLAP activator	1.1	1	x	1.1	0.9	1.8	0.9	1

25	Cc1ccc(CSCCNC(=O)CSCc2ccc([N+](=O)[O-])cc2)cc1
26	COc1ccccc1N1CCN(C(=O)c2cc(-c3ccc(C)cc3)on2)CC1
27	Cn1c(=O)c(=O)n(C)c2cc(S(=O)(=O)N3CCCCCC3)ccc21
28	O=C(Nc1cc(C(=O)N2CCCC2)ccc1N1CCCC1)C1CC1
29	CCSc1ncc(/C=N/Nc2ccccc2)n1C
30	COc1cccc(C2=NOC(C(=O)Nc3cccc(C(C)=O)c3)C2)c1 (stereo unspecified)
31	Cc1ccc(S(=O)(=O)N2CCN(S(=O)(=O)c3ccc(C)cc3)C3OCCOC32)cc1 (stereo unspecified)
32	CC(=O)NC(c1ccco1)c1ccc2cccnc2c1O (stereo unspecified)
Assay by compound	25	26	27	28	29	30	31	32
CD11b adhes inh	9	17	11	x	4	-12	-7	-2
MT1-MMP txn act	x	1.2	1	1.2	x	1	1.1	0.5
E coli WT exp	-8	-12	-6	x	2	1	-1	27
FAK inh	-2	1	4	1	3	4	1	-2
ERa coact pot	x	101	90[fluorescence artefact?]	105	x	98	104	72[fluorescence artefact?]
ERb coact inh	x	-6	-4	-3	x	-11	0[fluorescence artefact?]	59*[fluorescence artefact?]
CD11b adhes enh	5	7	0	x	-2	-3	-2	3
ERa SRC1 inh	x	1	-2	-14	x	-7	-4	31[fluorescence artefact?]
PLAP activator	0.8	1.3	1	x	1.1	1.1	0.8	2.7*

33	O=C(COc1ccc(Br)cc1)N1CCN(c2ccccc2)CC1
34	CC(C(=O)N1CCN(C=O)CC1)N1C(=O)c2ccccc2C1=O (stereo unspecified)
35	Cc1cccc(C(=O)Oc2csc(=S)n2C(=O)c2cccc(C)c2)c1
36	COc1ccc(CCNC(=O)C2CCN(c3nn4c(=O)cc(C)nc4s3)CC2)cc1OC
37	Cc1cc(=O)[nH]c(COc2ccccc2)n1
38	O=C(O)CCCCCNCc1ccncc1
39	Cc1ccc(Cc2cncc(O)c2)cc1S(=O)(=O)O
40	Cc1ccc(/C=N/N2CCN(Cc3ccccc3)CC2)o1
Assay by compound	33	34	35	36	37	38	39	40
CD11b adhes inh	8	1	x	-47	6	3	-19	-14
MT1-MMP txn act	1	1.1	1.1	1.2	1	1.2	1	x
E coli WT exp	-1	-2	x	-6	-7	2	2	3
FAK inh	-2	8	-6	x	-2	-3	-2	0
ERa coact pot	96	125	96	95[fluorescence artefact?]	129[fluorescence artefact?]	x	49[fluorescence artefact?]	109
ERb coact inh	-4	2[fluorescence artefact?]	-11	-1[fluorescence artefact?]	1	x	55*	-10
CD11b adhes enh	-2	0	x	4	-2	-2	9	-3
ERa SRC1 inh	-5	5[fluorescence artefact?]	-14	-5	1	x	41	-6
PLAP activator	0.9	1.1	x	1.3	1.2	0.9	0.9	0.9

41	COc1cc(S(=O)(=O)NCc2cccnc2)ccc1F
42	N#Cc1c2c(c(N3CCN(CCO)CC3)n3c1nc1ccccc13)CCCC2
43	CCN(CC)c1ccc(SS(=O)(=O)O)cc1
44	Cc1nnnn1-c1cccc(C(=O)O)c1
45	O=C(Nc1nnc(C(F)(F)F)s1)c1ccc(N2C(=O)C3C4C=CC(C4)C3C2=O)cc1 (stereo unspecified)
46	CC(C)(C)c1cc(C(=O)NCc2ccccc2)ccn1
47	Cn1c(=O)c2c(nc(N3CCCCCC3)n2CC(=O)c2ccc(Br)cc2)n(C)c1=O
48	COc1ccc(C2CC(c3ccccc3)n3nc(NC(=O)c4cccs4)nc3N2)cc1 (stereo unspecified)
Assay by compound	41	42	43	44	45	46	47	48
CD11b adhes inh	5	-21	6	5	-10	x	-33	6
MT1-MMP txn act	1.1	1	1.2&1.1	1	1	1	1.3	1
E coli WT exp	-2	x	1&-8	2	-15	1	-3	-2
FAK inh	0	x	1&2	1	-4	-4	x	0
ERa coact pot	95	96	91&78[fluorescence artefact?]	104	119	100	82[fluorescence artefact?]	110
ERb coact inh	-9	-9[fluorescence artefact?]	-3&-10	2	-6	-5	2	-10
CD11b adhes enh	-5	1	-6	-4	0	x	13	-5
ERa SRC1 inh	-8	-14	-15&-15	11	4	-11	-2	-1
PLAP activator	1	1.5	0.9&1	0.9	1	x	0.9	1.9

# Some of the entries above in another layout:
entry	mol	CD11b adhes inh	MT1-MMP txn act	E coli WT exp	FAK inh	ERa coact pot	ERb coact inh	CD11b adhes enh	ERa SRC1 inh	PLAP activator
42	N#Cc1c2c(c(N3CCN(CCO)CC3)n3c1nc1ccccc13)CCCC2	-21	1	x	x	96	-9[fluorescence artefact?]	1	-14	1.5
48	COc1ccc(C2CC(c3ccccc3)n3nc(NC(=O)c4cccs4)nc3N2)cc1 (stereo unspecified)	6	1	-2	0	110	-10	-5	-1	1.9
45	O=C(Nc1nnc(C(F)(F)F)s1)c1ccc(N2C(=O)C3C4C=CC(C4)C3C2=O)cc1 (stereo unspecified)	-10	1	-15	-4	119	-6	0	4	1

# Continued.
49	CCOc1ccc(C(=O)NCC(=O)OCC(=O)Nc2ccccc2OC)cc1
50	CC(O)CN=c1cc(-c2ccccc2)oc2ccc(Cl)cc12 (stereo unspecified)
51	C=C(C)CSCc1nc2ccccc2[nH]1
52	CCOC(=O)N1CCN(C(=O)CCc2c(C)nc3c(c(C)nn3-c3ccc(C)c(C)c3)c2C)CC1
53	COc1ccc(NC(=O)C(C/C=C(/C)Cl)C(C)=O)cc1 (stereo unspecified)
54	CCSc1nc2ccccc2n1CCC(=O)O
55	O=[N+]([O-])c1ccc(/C=N/n2c(C3CCCCC3)n[nH]c2=S)cc1
56	Cc1n[nH]c(C)c1CCOc1ccc(C(C)C)cc1
Assay by compound	49	50	51	52	53	54	55	56
CD11b adhes inh	-3	x	-2	-10	x	-22	5	87
MT1-MMP txn act	1.1	1.8	1.7	1.1	1.1	1	x	x
E coli WT exp	3	5	14	-9	x	5	0	20
FAK inh	3	1	0	x	2	1	-10	0
ERa coact pot	103	90[fluorescence artefact?]	90	x	92	107	x	x
ERb coact inh	1	-6	-4	x	21	2	x	x
CD11b adhes enh	-5	x	-3	4	x	-2	3	-10
ERa SRC1 inh	-1	8	4	x	22	4	x	x
PLAP activator	1.1	1.3	1	1.6	x	0.9	1	1.3

# Entries above that contain bromine:
7	O=C(NCc1ccco1)c1ccc(Br)c(S(=O)(=O)N2CCCCC2)c1
22	CCNC(=O)Nc1cc2nc(C)n(Cc3ccc(Br)cc3)c2nc1C
33	O=C(COc1ccc(Br)cc1)N1CCN(c2ccccc2)CC1
47	Cn1c(=O)c2c(nc(N3CCCCCC3)n2CC(=O)c2ccc(Br)cc2)n(C)c1=O
Assay by compound	7	22	33	47
CD11b adhes inh	9	-14	8	-33
MT1-MMP txn act	1	1.3	1	1.3
E coli WT exp	-8	-1	-1	-3
FAK inh	1	-7	-2	x
ERa coact pot	106	118	96	82[fluorescence artefact?]
ERb coact inh	3	-9	-4	2
CD11b adhes enh	-5	2	-2	13
ERa SRC1 inh	-5	-5	-5	-2
PLAP activator	0.7	1.8	0.9	0.9

# Next records follow:
57	O=C(NCc1ccncc1)C1CCCN(S(=O)(=O)Cc2ccccc2)C1 (stereo unspecified)
58	Cc1cc(Cl)c(S(=O)(=O)NC2CCCCC2)cc1OCC(=O)Nc1nncs1
59	COc1ccc(-c2nc(Cc3ccc(Cl)cc3)no2)cc1OC
60	CCOC(=O)N1CCN(Cc2nc3c(c(=O)n(C)c(=O)n3C)n2Cc2cc(C)ccc2C)CC1
Assay by compound	57	58	59	60
CD11b adhes inh	x	x	15	-3
MT1-MMP txn act	1.3	1.2	1	1.1
E coli WT exp	9	3	1	x
FAK inh	-2	-2	-1	x
ERa coact pot	121	104	72[fluorescence artefact?]	96
ERb coact inh	1	-12[fluorescence artefact?]	-9	0
CD11b adhes enh	x	x	0	-1
ERa SRC1 inh	0	-9	17	19
PLAP activator	x	x	1.1	1.5
